hcGAS inh: Primary biochemical luminescence assay for human cyclic GMP-AMP synthase inhibitors; recombinant h-cGAS, ATP depletion, Kinase-Glo luminescence; inhibition, % at 12.5 µM; hit rate 0.081% among 290,000; AID 1259398, 2018;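 further: 0% = vehicle reaction and 100% = reaction without DNA for no activity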
Target sequence (Q8N884 whole entry, looked up): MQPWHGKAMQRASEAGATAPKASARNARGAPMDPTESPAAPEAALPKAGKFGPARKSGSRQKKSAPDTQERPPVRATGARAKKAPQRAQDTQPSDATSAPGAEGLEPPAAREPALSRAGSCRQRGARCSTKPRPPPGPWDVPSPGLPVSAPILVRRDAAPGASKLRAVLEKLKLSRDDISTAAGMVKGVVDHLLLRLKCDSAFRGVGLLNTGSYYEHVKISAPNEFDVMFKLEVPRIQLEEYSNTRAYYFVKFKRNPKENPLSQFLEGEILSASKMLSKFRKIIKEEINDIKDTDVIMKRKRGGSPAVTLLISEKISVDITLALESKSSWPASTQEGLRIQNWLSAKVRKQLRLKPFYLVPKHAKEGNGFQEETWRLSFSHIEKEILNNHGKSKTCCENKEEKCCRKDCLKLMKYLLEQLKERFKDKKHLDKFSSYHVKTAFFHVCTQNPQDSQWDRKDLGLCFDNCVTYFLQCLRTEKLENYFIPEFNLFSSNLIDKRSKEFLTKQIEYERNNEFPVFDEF
NPYLR7 agonist: agonists of mosquito NPYLR7 receptor, primary screen, cell-based, Aedes aegypti, calcium fluorescence, mosquito biting behavior; hit rate 0.15% among 270,000; activation, % at 10 µM; Aedes aegypti neuropeptide Y-like receptor 7 (NPYLR7); HEK293T NPYLR7/Galpha15, GCaMP6s calcium fluorescence; AID 1259423, 2018; in the data active means activation above about 40%;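 further: 0% = vehicle and 100% = reference agonist at the receptor; some compounds past the cut are filed as inactive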
mcGAS inh: cyclic GMP-AMP synthase inhibitors, mouse, primary biochemical chemiluminescence; recombinant cGAS, Kinase-Glo ATP depletion luminescence; inhibition, % at 12.5 µM; hit rate 0.15% among 160,000;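 further: 0% = negative control wells and 100% = reference inhibitor with no enzyme activity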
* = called active by the depositor. Unless noted, no stated cut-off is given here; in the data, active means inhibition above about 40%; inactive means the rest. Not a hit list; any-hit rate near 0.29%.

Cc1cc(NC(=O)c2cc(C(C)C)on2)no1 was read as hcGAS inh -1.5 and NPYLR7 agonist -2.7.
Screening Cc1ccc2oc([C@H]3CCN(Cc4ncc[nH]4)C3)nc2c1 returned hcGAS inh -3.8, NPYLR7 agonist -7.2 and mcGAS inh -7.5.
Screening COc1ccc(CN(Cc2cccc(C)c2)C(=O)C2CCOCC2)cc1 returned hcGAS inh -0.6, NPYLR7 agonist -6.8 and mcGAS inh -12.8.
`COCCN1C(=O)c2ccccc2NC1c1cccc(Cl)c1` (stereo unspecified) gave hcGAS inh -4.7 and NPYLR7 agonist -19.5.
Cc1ccc(NC(=O)C2CCCN(C(=O)C3Cc4ccccc4O3)C2)nc1 (stereo unspecified) was read as hcGAS inh 2.6 and NPYLR7 agonist -23.6.
Screening O=C(NC1CC(=O)N(C2Cc3ccccc3C2)C1)c1n[nH]c2ccccc12 (stereo unspecified) returned hcGAS inh -4.8 and NPYLR7 agonist 3.5.
For Cc1ccc(-c2cnc(SCC#N)n2-c2ccccc2)cc1 the results were hcGAS inh -1.2 and NPYLR7 agonist 2.1.
O=c1cc(CO)oc(CN2CCOCC2)c1O was read as hcGAS inh -6.3 and NPYLR7 agonist 3.5.
O=C(Cn1nc2ccccc2n1)N1CCCC(Nc2ccccc2)C1 (stereo unspecified) was read as hcGAS inh 3.4 and NPYLR7 agonist 4.2.
For CC(C(=O)OCC(=O)c1cccc([N+](=O)[O-])c1)N1C(=O)C2C3C=CC(C3)C2C1=O (stereo unspecified) the results were hcGAS inh -5.9, NPYLR7 agonist 26.6 and mcGAS inh -5.5.
For CCCCCCc1ccc(C(=O)N(CC(=O)N2CCc3sccc3C2c2ccccc2C)C2CCCCC2)cc1 (stereo unspecified) the results were hcGAS inh -8.6, NPYLR7 agonist -9.8 and mcGAS inh -4.7.
Screening Cc1cccc(Nc2ncccc2C(=O)NCc2ccccn2)c1C returned hcGAS inh -7.8 and NPYLR7 agonist -4.7.
O=C(Cc1ccc2c(c1)OCCO2)c1c(O)cc(O)cc1O was read as hcGAS inh 0.1, NPYLR7 agonist 3.5 and mcGAS inh -3.6.
`Cc1nnnn1Cc1ccc(C(=O)N(C)CCC2CCCCO2)cc1` (stereo unspecified) gave hcGAS inh -5.1, NPYLR7 agonist 13.5 and mcGAS inh -17.5.
Screening COc1ccc(C(=O)N2CCC(n3c(=O)oc4ccc(F)cc43)CC2)c(OC)c1 returned hcGAS inh -11.4, NPYLR7 agonist 2.5 and mcGAS inh -8.3.
`COCCNC(=O)C1CCCN(C2CCN(C(=O)Cn3cncn3)CC2)C1` (stereo unspecified) gave hcGAS inh -7.3, NPYLR7 agonist 6.0 and mcGAS inh -9.6.
`COc1cc(C(=O)N2CC(=O)Nc3ccccc32)ccc1OC(F)F` gave hcGAS inh -16.8 and NPYLR7 agonist 1.8.
`CCOC(=O)c1cc(-c2ccc(N3CCN(C(=O)c4ccc(OC)cc4OC)CC3)cc2)n(-c2cccc(F)c2)n1` gave hcGAS inh -7.1, NPYLR7 agonist 18.8 and mcGAS inh -8.1.
`CC(=O)N1CCc2c(nc(-c3ccncc3)nc2NC(C)c2ncc[nH]2)C1` (stereo unspecified) gave hcGAS inh -1.4, NPYLR7 agonist 12.3 and mcGAS inh -1.8.
Screening CC(C)NC(=O)N(Cc1ccc(F)cc1)Cc1ccc(OS(=O)(=O)C(C)C)cc1 returned hcGAS inh -2.6, NPYLR7 agonist -0.6 and mcGAS inh -4.4.
Clc1ccc(-c2nc(CSc3nnc(C4(c5ccc(Cl)cc5)CCC4)o3)cs2)cc1 was read as hcGAS inh -10.2, NPYLR7 agonist -4.4 and mcGAS inh -2.9.
O=c1c2ccccc2cnn1CN1CCN(S(=O)(=O)c2ccc(F)c(F)c2)CC1 was read as hcGAS inh -6.8, NPYLR7 agonist -4.4 and mcGAS inh -7.0.
`CCCCC(=O)N(C)c1c(CC)nc2c(OCc3ccc(C(F)(F)F)cc3)cccn12` gave hcGAS inh -2.0, NPYLR7 agonist 4.2 and mcGAS inh -3.2.
C#CCOc1ccc(N(C)C(=O)c2sc(Cl)nc2C)cc1 was read as hcGAS inh -6.9 and NPYLR7 agonist -4.2.
For O=C(c1ccc2sc(=S)[nH]c2c1)N1CCCC1 the results were hcGAS inh -2.2 and NPYLR7 agonist 0.4.
`Cc1cccc(N=C2SC(C)CN2C(=O)c2ccc3c(=O)n4c(nc3c2)CCC4)c1` (stereo unspecified) gave hcGAS inh -1.2 and NPYLR7 agonist -3.7.
`CCN(CC)CCN(C(=O)c1ccc(Br)s1)c1nc2cc3c(cc2s1)OCO3` gave hcGAS inh 0.6, NPYLR7 agonist -7.9 and mcGAS inh 0.5.
O=C(CBr)c1cccc([N+](=O)[O-])c1 was read as hcGAS inh 0.1, NPYLR7 agonist 2.0 and mcGAS inh -6.1.
COCCn1cc(NC(=O)Nc2ccc(C)cc2C)c2ccccc21 was read as hcGAS inh -10.2 and NPYLR7 agonist 8.7.
`COc1ccc(C2CC(c3cc(C)ccc3C)=NN2C(=O)CN2CCCCC2)cc1` (stereo unspecified) gave hcGAS inh -4.2, NPYLR7 agonist 19.4 and mcGAS inh -4.4.
Screening NS(=O)(=O)c1ccc(CNC(=O)C2CC2c2ccccc2Br)s1 (stereo unspecified) returned hcGAS inh -9.8 and NPYLR7 agonist 12.5.
Screening Cc1c(C(=O)NCc2cccnc2N2CCOCC2)n(C)c2c(C)cccc12 returned hcGAS inh -7.5 and mcGAS inh -12.0.
CCC1CN(C(=O)c2ccc(Cl)c(Cl)c2O)CCO1 (stereo unspecified) was read as hcGAS inh -10.7 and NPYLR7 agonist 6.2.
`O=C(CCN1CCCO1)NCc1ccc2[nH]c3c(c2c1)CCCCC3` gave hcGAS inh -9.3, NPYLR7 agonist 17.3 and mcGAS inh -13.8.
For O=C(c1ccoc1)N1CCCC(C(=O)N(Cc2ccc(C(F)(F)F)cc2)C2CC2)C1 (stereo unspecified) the results were hcGAS inh -5.9 and NPYLR7 agonist -3.0.
`Cc1c(CN(C)c2cc(OC(C)C)nc(N)n2)cnn1C` gave hcGAS inh 6.1 and NPYLR7 agonist 1.0.
CSCc1ccc(C(=O)N2CCC3(CCCN(C)C3=O)C2)o1 (stereo unspecified) was read as hcGAS inh -7.5 and NPYLR7 agonist 17.6.
Screening CCCCNC(=O)C1(C)CCCCN1C(=O)c1cc2ccccc2s1 (stereo unspecified) returned hcGAS inh -5.8, NPYLR7 agonist 0.1 and mcGAS inh -5.3.
`CCN(Cc1nccn1Cc1c(C)cc(C)cc1C)C(=O)c1ccc(C)cc1` gave hcGAS inh -4.0, NPYLR7 agonist 14.3 and mcGAS inh -4.6.
C=CCn1c(-c2cc(OC)cc(OC)c2)n[nH]c1=S was read as hcGAS inh -3.4 and NPYLR7 agonist 3.5.
Screening Cc1nc2ccc(Cl)cn2c1CN(C)CC1CC(=O)N(C2CCCC2)C1 (stereo unspecified) returned hcGAS inh -4.9 and NPYLR7 agonist -5.6.
Screening Cc1ncc(CN2CCCC(CCNC(=O)c3cncs3)C2)[nH]1 (stereo unspecified) returned hcGAS inh -6.3, NPYLR7 agonist 22.2 and mcGAS inh -11.7.
C=c1ccc(S(=O)(=O)NC(C)(C)C)cc1=c1nnc2n1NC(C)=c1ccccc1=2 was read as hcGAS inh -8.3, NPYLR7 agonist -3.5 and mcGAS inh -5.1.
`Cc1c(C(=O)NCc2ccc(-n3cncn3)nc2)[nH]c2c1C(=O)CCC2` gave hcGAS inh -8.8, NPYLR7 agonist 7.0 and mcGAS inh -16.3.
Screening CC(C)CCC1(C)NC(=O)N(CC(=O)c2ccc[nH]2)C1=O (stereo unspecified) returned hcGAS inh -4.7 and NPYLR7 agonist 0.7.
`Cc1sc(-n2cccc2)c(C(=O)O)c1C` gave hcGAS inh -6.4 and NPYLR7 agonist 5.9.
For CCCOc1ccccc1C(=O)N1CCC2(CCNC(=O)CC2)CC1 the results were hcGAS inh -6.0 and NPYLR7 agonist 6.6.
For Cn1cnnc1SCc1cc(=O)c(OCC(=O)NCc2ccco2)co1 the results were hcGAS inh -12.9 and NPYLR7 agonist 10.2.
`COc1cccc(CN(Cc2cccc(C(F)(F)F)c2)Cc2nc(C(=O)O)co2)c1OC` gave hcGAS inh 0.2, NPYLR7 agonist 11.6 and mcGAS inh -3.5.
Screening CC(Cc1ccsc1)Nc1ncnc2sccc12 (stereo unspecified) returned hcGAS inh -2.0 and NPYLR7 agonist -5.5.
For COCCN(Cc1nccn1Cc1ccc(OC)cc1)C(=O)c1cccs1 the results were hcGAS inh 0.5, NPYLR7 agonist 12.1 and mcGAS inh -3.1.
For COc1ccc2c(c1)-c1sc(C(=O)NCc3c(F)cccc3Cl)cc1CC2 the results were hcGAS inh -11.8, NPYLR7 agonist 4.6 and mcGAS inh -7.6.
Screening Cc1nc(CNC(=O)c2ccc(C(C)(C)C)cc2)n[nH]1 returned hcGAS inh -6.9 and NPYLR7 agonist 9.1.
Cc1ccc(F)cc1S(=O)(=O)N1CCOC(Cc2ccccc2)C1 (stereo unspecified) was read as hcGAS inh -9.2 and NPYLR7 agonist 4.1.
`C[C@H](NC(=O)OCc1ccccc1)C(=O)N1CCCCC1c1cccnc1` (stereo partly specified) gave hcGAS inh -0.3 and NPYLR7 agonist -6.8.
Screening COCC(=O)N1CCN(C(c2ccccc2)c2ccc(F)cc2)CC1 (stereo unspecified) returned hcGAS inh 4.2, NPYLR7 agonist -5.6 and mcGAS inh 0.1.
COc1cccc(OCC(=O)Oc2coc(CSc3nc(C)cc(C)n3)cc2=O)c1 was read as hcGAS inh -7.2, NPYLR7 agonist -17.1 and mcGAS inh -8.6.
O=C(c1ccco1)N1CCN(C2CC(=O)N(CCc3ccccc3)C2=O)CC1 (stereo unspecified) was read as hcGAS inh 3.0 and NPYLR7 agonist -5.8.
CCCCn1c(=O)c2c(nc3n2CC(C)=NN3CCC)n(C)c1=O was read as hcGAS inh -6.9, NPYLR7 agonist 7.4 and mcGAS inh -9.5.
Screening N#Cc1ccc(C(=O)N2CCCC3(CCc4ccccc43)C2)cc1 (stereo unspecified) returned hcGAS inh 1.5 and NPYLR7 agonist -3.0.

Quoted at random: four compounds from above, in no set order.
`C[C@H](NC(=O)OCc1ccccc1)C(=O)N1CCCCC1c1cccnc1` (stereo partly specified) gave hcGAS inh -0.3 and NPYLR7 agonist -6.8.
For COCCN(Cc1nccn1Cc1ccc(OC)cc1)C(=O)c1cccs1 the results were hcGAS inh 0.5, NPYLR7 agonist 12.1 and mcGAS inh -3.1.
CCCCn1c(=O)c2c(nc3n2CC(C)=NN3CCC)n(C)c1=O was read as hcGAS inh -6.9, NPYLR7 agonist 7.4 and mcGAS inh -9.5.
O=C(c1ccco1)N1CCN(C2CC(=O)N(CCc3ccccc3)C2=O)CC1 (stereo unspecified) was read as hcGAS inh 3.0 and NPYLR7 agonist -5.8.

Back to the main list, repeating the five entries before the break.
Screening COCC(=O)N1CCN(C(c2ccccc2)c2ccc(F)cc2)CC1 (stereo unspecified) returned hcGAS inh 4.2, NPYLR7 agonist -5.6 and mcGAS inh 0.1.
COc1cccc(OCC(=O)Oc2coc(CSc3nc(C)cc(C)n3)cc2=O)c1 was read as hcGAS inh -7.2, NPYLR7 agonist -17.1 and mcGAS inh -8.6.
O=C(c1ccco1)N1CCN(C2CC(=O)N(CCc3ccccc3)C2=O)CC1 (stereo unspecified) was read as hcGAS inh 3.0 and NPYLR7 agonist -5.8.
CCCCn1c(=O)c2c(nc3n2CC(C)=NN3CCC)n(C)c1=O was read as hcGAS inh -6.9, NPYLR7 agonist 7.4 and mcGAS inh -9.5.
Screening N#Cc1ccc(C(=O)N2CCCC3(CCc4ccccc43)C2)cc1 (stereo unspecified) returned hcGAS inh 1.5 and NPYLR7 agonist -3.0.
CCn1cc(CN2CCCC(C(=O)Nc3ccc(-c4nc5ccccc5[nH]4)cc3)C2)c(C)n1 (stereo unspecified) was read as hcGAS inh -5.7 and NPYLR7 agonist 10.1.
C=CCOc1ccc(-c2nc3s/c(=C\C4=Cc5ccccc5OC4)c(=O)n3n2)cc1 was read as hcGAS inh 1.7 and NPYLR7 agonist 3.7.
For N#Cc1cnn(Cc2ccccc2)c1NC(=O)c1cccc(C(F)(F)F)c1 the results were hcGAS inh -7.9 and NPYLR7 agonist 1.6.
O=C(CSc1cc(N2CCCCC2)ncn1)NCc1ccco1 was read as hcGAS inh -5.4 and NPYLR7 agonist 1.4.
`CC(c1ccc2c(c1)OCCO2)N(C)C(=O)c1cn(-c2ccccc2)nn1` (stereo unspecified) gave hcGAS inh -3.6 and NPYLR7 agonist 18.4.
`CCC(CC)C(=O)NCCN1CCn2cc(OCc3ccc(F)cc3)c(=O)cc2C1=O` gave hcGAS inh -8.8 and NPYLR7 agonist 12.4.
COc1ncccc1-c1cnc2n[nH]nc2c1 was read as hcGAS inh -3.7, NPYLR7 agonist 7.6 and mcGAS inh -9.7.
Cc1cc2c(cc1O)NC(=O)CC2c1nc(-c2ccc(Cl)cc2)no1 (stereo unspecified) was read as hcGAS inh 2.4, NPYLR7 agonist -8.1 and mcGAS inh -3.0.
O=C(CC1CC2CCC1C2)NNC(=O)c1ccccc1 (stereo unspecified) was read as hcGAS inh -10.1 and NPYLR7 agonist 14.2.
Cn1ncc(C(N)=O)c1NC(=S)NC(=O)c1ccc(Br)o1 was read as hcGAS inh -6.8 and NPYLR7 agonist -5.5.
O=C(O)c1coc(CN(Cc2ccccc2)Cc2ccc(Cl)cc2)n1 was read as hcGAS inh -2.7, NPYLR7 agonist 4.3 and mcGAS inh -2.7.

Bioassay records deposited in PubChem by Fisher Drug Discovery Resource Center.
